Assay outcomes (PubChem BioAssay)
TCR-CD3 inh: inhibitors of human TCR-CD3 interaction, primary screen, biochemical, fluorescence, TAMRA-labeled TCR probe | inhibition, % at 9.4 µM | AID 651800, 2012 | T-cell receptor (TCR) | 360,000 compounds, 0.37% hits; in the data active = inhibition above about 19%;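 also: recombinant mutant TCR 2C K166C tagged with TAMRA read by polarization; 0% = receptor in buffer alone and 100% = receptor with positive control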
UHRF1 MBD2 ctr: UHRF1 methylated DNA binding inhibitors, primary screen, counter-screen for MBD2 inhibitor project, biochemical, TR-FRET, human UHRF1, single concentration; inhibition, % at 4.4 µM; 370,000 compounds, 0.75% hits; UHRF1 binding to methylated oligo; E3 ubiquitin-protein ligase UHRF1 (Homo sapiens), Q96T88; in the data active = inhibition above about 21%;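 also: UHRF1 SRA domain binding a hemimethylated CpG hairpin DNA probe; 0% = median of test compound wells and 100% = reference inhibitor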
NPR2 activator: human GC-B receptor activators, primary screen, HEK293 GC-B cells, cGMP TR-FRET, EC30 CNP | Atrial natriuretic peptide receptor 2 (Homo sapiens), P20594 | 370,000 compounds, 0.11% hits | activation, % at 10 µM | 0% at EC30 CNP, 100% saturating CNP;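 active = activation at 10 µM reaching about 35% in either raw or pattern-adjusted values, limit read from the data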
Target sequence (P20594 whole entry, looked up): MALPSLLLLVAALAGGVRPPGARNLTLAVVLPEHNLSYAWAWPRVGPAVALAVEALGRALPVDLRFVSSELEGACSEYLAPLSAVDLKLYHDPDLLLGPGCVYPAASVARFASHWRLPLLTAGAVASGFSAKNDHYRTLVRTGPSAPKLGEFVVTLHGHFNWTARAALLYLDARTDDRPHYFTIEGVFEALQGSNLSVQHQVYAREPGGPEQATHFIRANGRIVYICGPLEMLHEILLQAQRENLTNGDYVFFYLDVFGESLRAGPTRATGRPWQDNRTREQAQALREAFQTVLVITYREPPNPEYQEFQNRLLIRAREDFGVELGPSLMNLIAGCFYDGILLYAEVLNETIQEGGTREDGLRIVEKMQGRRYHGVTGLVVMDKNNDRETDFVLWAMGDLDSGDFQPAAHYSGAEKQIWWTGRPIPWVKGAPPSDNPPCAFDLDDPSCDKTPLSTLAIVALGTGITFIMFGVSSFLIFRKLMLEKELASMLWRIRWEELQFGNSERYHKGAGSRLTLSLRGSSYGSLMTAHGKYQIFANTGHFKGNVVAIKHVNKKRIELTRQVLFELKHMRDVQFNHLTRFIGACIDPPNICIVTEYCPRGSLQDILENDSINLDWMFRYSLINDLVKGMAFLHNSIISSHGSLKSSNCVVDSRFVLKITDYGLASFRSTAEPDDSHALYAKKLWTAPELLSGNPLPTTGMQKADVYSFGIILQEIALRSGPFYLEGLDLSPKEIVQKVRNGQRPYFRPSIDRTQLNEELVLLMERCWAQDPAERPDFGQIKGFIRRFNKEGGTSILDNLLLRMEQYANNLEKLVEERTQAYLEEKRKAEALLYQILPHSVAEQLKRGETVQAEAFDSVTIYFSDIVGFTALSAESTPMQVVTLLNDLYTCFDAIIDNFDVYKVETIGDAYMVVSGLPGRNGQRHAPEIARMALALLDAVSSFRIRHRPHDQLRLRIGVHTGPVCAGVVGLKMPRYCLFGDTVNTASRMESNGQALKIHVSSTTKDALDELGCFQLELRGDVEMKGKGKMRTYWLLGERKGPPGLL
MBD2 inh: inhibitors of MBD2 binding to methylated DNA, primary screen, biochemical, TR-FRET, DNA-binding domain, human | Methyl-CpG-binding domain protein 2 (Homo sapiens), Q9UBB5 | AID 686964, 2013 | MBD2 binding to methylated oligonucleotide | 370,000 compounds, 0.31% hits | inhibition, % at 4.4 µM; in the data active = inhibition above about 13%
mABHD4 FP: ABHD4 inhibitors, primary screen, biochemical, fluorescence polarization, mouse; (Lyso)-N-acylphosphatidylethanolamine lipase (Mus musculus), Q8VD66; purified mABHD4, FP-Rh probe fluorescence polarization; inhibition, % at 8.92 µM; 370,000 compounds, 0.54% hits; AID 720543, 2013;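 active = inhibition exceeding the mean over every tested compound plus 3 SD, cut at about 30% in these data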;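 also: 0% = plate median of compound wells and 100% = S159A mutant with DMSO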
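Assay system: Wild-type mouse ABHD4 protein | Medium: HEPES pH 7.0 buffer, 150 mM NaCl, 0.01% Pluronic F-127 | Incubation: Enzyme–compound pre-incubation 45 min, then probe 60 min, both 25 °C | Technique: Fluorescence polarization with parallel and perpendicular emission, 525/598 nm | Evaluation: % inhibition of FP-Rh probe binding versus controls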
NPR1 activator: GC-A stimulated cGMP production enhancers – HEK293 GC-A cells, cGMP TR-FRET, EC30 ANP, primary screen. 0% at EC30 ANP, 100% saturating ANP. activation, % at 10 µM. 370,000 compounds, 0.14% hits. AID 1671463, 2021; in the data active = activation above about 40%
SIAE inh: human SIAE inhibitors, primary screen, biochemical, fluorescence polarization, FP-Rh probe, 1536-well HTS | AID 1053197, 2014 | inhibition, % at 9.66 µM | 370,000 compounds, 0.69% hits | SIAE FP-Rh probe binding;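 active = inhibition above a cutoff: mean of compounds within the control limits plus 3 SD of those, cut at about 17% in these data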;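 also: 0% = plate median of compound wells and 100% = probe without SIAE protein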
PRMT1 inh: PRMT1 methyltransferase inhibitors, primary screen, biochemical, fluorescence polarization | Protein arginine N-methyltransferase 1 (Homo sapiens), Q99873 | recombinant PRMT1, activity-based probe fluorescence polarization | inhibition, % at 2.79 µM | 370,000 compounds, 1.3% hits | AID 652257, 2013;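 active = inhibition above about 21% made by adding two undisclosed values, limit read from the data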
HTRA1 inh: HTRA1 serine protease inhibitors, primary screen, biochemical, fluorescence polarization, HTS; Q92743; recombinant HTRA1, FP-rhodamine activity-based probe; inhibition, % at 5.96 µM; 340,000 compounds, 0.5% hits; AID 504803, 2011; in the data active = inhibition above about 36%;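 also: 0% = enzyme with DMSO and 100% = wells lacking enzyme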
rCAG RNA binder: binders of r(CAG) RNA repeats, primary screen, biochemical, fluorescence | AID 651821, 2012 | inhibition, % at 3 µM | 370,000 compounds, 1.3% hits | r(CAG) RNA repeat, TO-PRO-1 dye displacement fluorescence;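 active = inhibition above the plate cutoff, the mean of all test compounds on that plate plus 3 SD, cut at about 35% in these data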;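 also: 0% = DMSO alone and 100% = 100 µM mitoxantrone as full dye displacement; higher means more dye released from RNA so lower well fluorescence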
* marks the source's active call; other numbers are inactive results; · = not tested or not shown.

SMILES	TCR-CD3 inh	UHRF1 MBD2 ctr	NPR2 activator	MBD2 inh	mABHD4 FP	NPR1 activator	SIAE inh	PRMT1 inh	HTRA1 inh	rCAG RNA binder
O=C(CN1CCOCC1)NNC(=O)c1ccc(Cl)cc1	-4	3	-3	0	-4	3	1	7	7	3
CN[C@H]1C[C@H]2c3[nH]c4cccc(-c5ccc6c(c5)OCO6)c4c3CCN2C[C@H]1[C@H](C)O	·	-2	-13	1	10	1	15	0	·	22
Cc1cc2nc3c(=O)[nH]c(=S)[nH]c3nc2cc1NC(=O)C(F)(F)F	70*	28*	-1	33*	65*	1	21*	165*	46*	-223
Cc1ccc(CNC(=O)C(=O)c2cn(CC(=O)N3CCCC3)c3ccccc23)cc1	0	2	2	2	-7	1	-5	3	-6	-5
Cc1ccc2ncccc2c1	3	1	-4	0	3	0	-1	8	5	1
Oc1[nH]c2ccc(Br)cc2c1N=NC(=S)NCC1CCCO1 (centres undefined)	2	-1	8	3	6	8	6	2	4	6
Cc1cnc(NC(=O)CSCc2c(C)noc2C)s1	8	1	-1	3	-1	1	-3	-3	2	0
S=C(Nc1ccc(Cl)c(Cl)c1)NC1CCN(Cc2ccccc2)CC1	6	-3	-19	-4	-4	0	-7	2	-46	9
CNC(=S)N1N=C(c2ccc(OC)cc2)CC1c1ccc(N(C)C)cc1 (centres undefined)	6	3	2	-3	-2	1	5	0	2	5
CCOc1ccc(NC(=O)CCc2ccc(C)o2)cc1	-1	-1	6	3	-1	6	0	0	-4	-3
CCCc1cc(=O)oc2c(C)c(OCC(=O)NCCCN3CCOCC3)ccc12	2	-2	-2	-8	-12	-2	-12	-6	-6	-1
CCC1CCCCN1CCCNC(=O)CN1C(=O)c2cccnc2Oc2ccc(Cl)cc21 (centres undefined)	10	7	-5	0	-2	-1	-2	-2	3	-1
COc1ccc(-n2nc(C)c3c(=O)c4c([nH]c32)CCCC4)cc1	3	-1	-13	-3	-3	-9	9	-8	8	2
O=C(CSC1=NCCS1)Nc1ccccc1F	-6	0	6	3	-7	2	1	22*	-2	3
C=CCc1cccc(C=Nc2ccc(Br)cc2)c1O	-3	3	-3	7	-3	0	9	0	1	2
O=C(C1=C(O)C(=O)N(CC2CCCO2)C1c1ccc(Cl)cc1)c1ccco1 (centres undefined)	2	-9	5	1	0	1	-5	0	5	3
CCN(CC)c1nc(N)n(CCSC(=S)N(C)C)c(=O)n1	3	1	1	1	6	-1	-4	1	2	-2
CCCN1C(=O)C(=O)N(CC(=O)c2cc(C)n(C3CC3)c2C)C1=O	0	0	9	-2	2	-2	5	-7	14	2
O=C(NCc1ccccc1C(F)(F)F)C1CCC(=O)N(C2CCCCCC2)C1 (centres undefined)	-1	0	0	4	-3	1	-2	2	-3	-10
CCOc1ccc(NC(=O)CN(C)c2nnnn2-c2ccccc2)cc1OCC	6	0	2	0	-5	2	0	0	7	-5
CCOc1ccccc1NC(=O)NC(C)c1ccc2c(c1)OCO2 (centres undefined)	-3	2	-4	2	-3	-2	11	1	-4	-5
Cc1ccc(CONC(=O)c2ccc([N+](=O)[O-])cc2)cc1	4	-1	5	0	-2	-1	-5	2	-6	0
CCOP(=O)(OCC)C(Nc1cccc(C(F)(F)F)c1)c1ccc(C)cc1 (centres undefined)	-5	7	-6	4	-5	-11	-4	5	-13	-10
Cc1ccccc1C(=O)c1ccc2c(c1)n(C)c(=O)n2C	7	1	4	0	3	-1	-3	-4	-2	0
CN1CCN(C(=O)CCN2C(=O)/C(=C\c3ccc(F)cc3)SC2=S)CC1	-25	-6	-2	-3	-68	-3	5	0	-15	5
CSc1nnc2n(-c3ccccc3)c(=O)c3c4c(sc3n12)CCC4	4	0	3	-5	0	13	3	-2	2	0
CC(=O)c1cccc(NC(=O)C(C)OC(=O)c2cccc(-n3cnnn3)c2)c1 (centres undefined)	0	5	-5	6	-3	-2	-1	2	-9	5
O=C(NCc1nnc(SCC(=O)N2CCCCC2)o1)c1c(F)cccc1F	0	-1	-7	4	-4	0	2	3	4	-2
Cc1ccc(C(=O)N2CCOCC2)cc1S(=O)(=O)N1CCCC1	5	0	2	1	1	3	-5	-1	3	-2
C=C(C)Cn1c2ccc(NC(=O)NCc3ccccc3)cc2c(=O)n1C	-10	-3	-2	-1	7	1	-1	-1	·	1
CCCCCCCN1C(Nc2ccccc2)=NC[C@@H]1C	2	-1	-8	-3	7	-7	-4	1	-6	-1
O=C(Cc1ccc(Br)cc1)NNC(=O)Nc1ccc(Cl)cc1	-2	2	-1	-3	-3	1	-14	4	5	1
O=C(C1CCN(S(=O)(=O)c2cccc3cccnc23)CC1)N1CCc2ccccc21	-7	-1	1	-6	-1	-10	-4	1	2	4
Nc1nnnn1CC(=O)N/N=C/c1cc([N+](=O)[O-])ccc1Cl	10	-4	-2	-1	-3	3	4	-4	0	0
O=C(CN(C(=O)c1csnn1)c1cccc(Cl)c1)NC1CCCCC1	1	-3	2	-2	-1	-2	15	-3	-1	-4
CCCOc1ccc(-c2nc(CSCC(=O)NC3CC3)c(C)o2)cc1	·	-1	-5	0	1	0	-4	-4	·	·
COc1cc(NC(=O)COC(=O)c2ccc3ccccc3n2)cc(OC)c1	4	1	-1	1	1	-4	-4	0	-7	-1
C/C(=N/NC(=O)c1ccc(Br)o1)c1cccc(NC(=O)c2ccc(F)cc2)c1	6	0	1	0	-7	8	-7	-1	-8	-1
Cc1ccc(C)c(NC(=S)N2CCCC2)c1	2	0	1	-3	-1	2	-3	0	5	-3
C[C@H](N)c1nnc(SCC(N)=O)o1	-7	6	6	2	-9	1	-7	8	5	-2
Cc1oc(-c2cccs2)nc1CN1CCN(C2CCCC2)C(CCO)C1 (centres undefined)	-5	2	0	4	-2	-5	-8	10	2	-5
O=C1CCN(Cc2ccccc2)S(=O)(=O)c2ccccc21	-7	1	2	-4	1	1	2	1	-3	-4
CCCN1C(=S)SC(C)(C)C1/[N+]([O-])=C/c1ccc(S(=O)(=O)NC)cc1 (centres undefined)	0	-1	4	-1	0	-2	-8	1	-3	-2
CN(C)Cc1ccccc1Sc1ccc(Br)cc1	-2	0	-3	-2	1	-7	2	0	8	-6
COC(=O)c1ccc(CSC2=NCCS2)cc1	-4	2	4	6	-1	-4	1	4	0	-4
O=C(O)c1ccccc1C(=O)c1ccc(N2CCOCC2)c([N+](=O)[O-])c1	-2	-1	1	-4	1	-4	-4	1	-3	2
Cc1csc(NC(=O)C(Cc2ccccc2)n2cccc2)n1 (centres undefined)	1	-2	-2	-1	-4	-3	-1	1	-14	6
CCCC[n+]1ccn(-c2nc3ccccc3nc2[N-]S(=O)(=O)c2cccs2)c1	7	-2	-3	2	-2	1	2	-4	7	0
CCOC(=O)N1C(=O)C[C@](Sc2ccc(OC)cc2)(C(=O)N2CCN(C(C)=O)CC2)[C@H]1c1ccc(OC)cc1	·	1	1	2	4	-3	5	54*	·	3
CCCn1c(=O)n(C)c(=O)c2c(SC(C)C(=O)NCC3CCCO3)nc(CC(C)C)nc21 (centres undefined)	-4	3	-5	3	3	-3	8	3	2	-5

Some of the entries so far, with two lines to a compound:
Values in the order – TCR-CD3 inh | UHRF1 MBD2 ctr | NPR2 activator | MBD2 inh | mABHD4 FP | NPR1 activator | SIAE inh | PRMT1 inh | HTRA1 inh | rCAG RNA binder
CCCC[n+]1ccn(-c2nc3ccccc3nc2[N-]S(=O)(=O)c2cccs2)c1
→ 7 | -2 | -3 | 2 | -2 | 1 | 2 | -4 | 7 | 0
CCOC(=O)N1C(=O)C[C@](Sc2ccc(OC)cc2)(C(=O)N2CCN(C(C)=O)CC2)[C@H]1c1ccc(OC)cc1
→ · | 1 | 1 | 2 | 4 | -3 | 5 | 54* | · | 3
CCCn1c(=O)n(C)c(=O)c2c(SC(C)C(=O)NCC3CCCO3)nc(CC(C)C)nc21 (centres undefined)
→ -4 | 3 | -5 | 3 | 3 | -3 | 8 | 3 | 2 | -5

Later entries:
SMILES	TCR-CD3 inh	UHRF1 MBD2 ctr	NPR2 activator	MBD2 inh	mABHD4 FP	NPR1 activator	SIAE inh	PRMT1 inh	HTRA1 inh	rCAG RNA binder
OC(CNCCc1ccccc1)c1ccccc1 (centres undefined)	-1	3	-3	-2	7	-4	-3	-1	3	-2
COc1ccc(-c2nc3ccccc3c(=O)n2CC(C)C)cc1	2	0	-5	3	3	-13	4	1	-2	-6
Cc1ccc(CNC(=O)CCC(=O)N2CC(C)Oc3ccccc32)cc1 (centres undefined)	-6	0	3	-1	3	-4	5	3	-7	-1
CC(C)C[C@@H](CN)NC(=O)c1nc[nH]c1C(=O)N[C@@H](CC(C)C)C(=O)CNC[C@H](C)NC(=O)c1nc[nH]c1C(=O)N[C@@H](C)C(=O)O	12	3	-7	-4	6	4	-1	2	4	-2
CCc1nnc(NC(=O)CCC(=O)Nc2ccc(C)cc2)s1	-3	1	3	10	7	-1	3	6	9	-2
O=C(NCc1ccncc1)c1nc(-c2ccc(C(F)(F)F)cc2)no1	5	8	2	-7	1	0	4	-3	-3	-5
Cc1cc(NC(=O)CSc2nc3ccccc3c(=O)n2CCCC(=O)NCc2ccccc2)n[nH]1	-2	1	-7	-1	-2	-2	-5	2	-11	-4
CC(NC(=O)C1(c2cccs2)CCOCC1)c1ccccc1 (centres undefined)	-2	2	0	-1	1	1	0	1	11	-5
COc1ccc(-c2cc(OC)c3ccccc3n2)cc1	2	-1	2	6	-14	9	-3	2	-25	0
Cc1ccc(/C=N/Nc2nncc(-c3ccccc3)n2)o1	1	-5	-9	-4	12	0	5	4	·	1
COc1cccc(OC)c1C(=O)Oc1ccc2c(c1)O/C(=C\c1ccncc1)C2=O	-1	37*	6	-5	11	3	2	-1	-1	5
O=C(O)c1ccc(NC(=O)c2cn(-c3ccccc3)nc2-c2ccc(Br)cc2)cc1	10	-4	-6	1	-60	-7	-47	1	-27	82*
COc1ccccc1NS(=O)(=O)c1ccc(C(=O)N2CCCC(C)C2)cc1 (centres undefined)	-7	8	-7	7	-1	-2	-3	1	2	-6
CN(C)N1C(N)=C(C#N)C(c2cccnc2)C2=C1CC(C)(C)CC2=O (centres undefined)	6	-3	-8	-3	-2	-2	6	-1	6	0
c1ccc(Cn2nnc3c(N4CCC5(CC4)OCCO5)ncnc32)cc1	2	0	2	-1	7	4	-9	-5	-7	-4
CC(Sc1nnc(-c2ccccc2)c(-c2ccccc2)n1)C(=O)NCC1CCCO1 (centres undefined)	5	2	-5	6	-15	-21	5	5	-7	3
Cc1cccc(C)c1NC1=NC(=S)N(c2ccc(C(=O)O)cc2)C12CCCCC2	-4	1	-1	-2	-2	1	-4	1	11	11
COc1cccc(/C=N/NC(=O)c2nnn(-c3nonc3N)c2CN(C)c2ccccc2)c1	1	-1	0	0	-10	3	-7	-4	-27	2
CCCCNC(=O)C[C@H]1C[C@@]2(C(=O)OC)C(=C[C@H](COCc3ccccc3)O[C@@H]2C)N(CCC2=CCCCC2)C1=O	1	-1	4	0	4	-1	5	-1	·	3

Only part of the results is shown. The share of hits here may be higher or lower than overall.
